# Screens as filed in PubChem BioAssay.
# IDH1 R132H inh = qHTS for Inhibitors of mutant isocitrate dehydrogenase 1 (IDH1): qHTS. Isocitrate dehydrogenase [NADP] cytoplasmic (Homo sapiens), O75874. IDH1-R132H enzyme, NADPH consumption, diaphorase/resazurin fluorescence. Potency, µM (top dose mostly 76.6 µM), for the others: top-dose activity change, negative = inhibition, most hits filed as inhibitors. 390,000 compounds, 0.093% hits; note: % is set by controls: 0 for no effect and ±100 for the full control effect; nearly all actives have a fitted effect of over 65% in size
#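 IDH1-R132H (0.5 ug/mL dispensed) in pH 7.5 Tris buffer was preincubated 30 min with compound, then given a substrate mix of 0.016 mM NADPH and 2 mM alpha-KG for 80 min at room temperature; remaining NADPH was read by diaphorase/resazurin fluorescence.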
# TrxR1 inh = qHTS Assay for Inhibitors of Mammalian Selenoprotein Thioredoxin Reductase 1 (TrxR1): qHTS | 390,000 compounds, 1% hits | Potency, µM (titrated, usually from 114 µM), for the others: top-dose activity change, negative = inhibition, most hits filed as inhibitors | Thioredoxin reductase 1, cytoplasmic (Rattus norvegicus), O89049 | recombinant rTrxR1, NADPH fluorescence consumption, selenite substrate; note: % is set by controls: 0 for no effect and ±100 for the full control effect; nearly all actives have a fitted effect of over 65% in size
#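 Rat TrxR1 (90 nM in the dispensed reagent) was pre-reduced with 400 uM NADPH for 5 min at room temperature, then incubated with compound for 15 min. After 400 uM selenite was added, NADPH fluorescence (Ex 340/Em 450 nm) was followed for 8 min.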
# Vif-A3F inh = qHTS for Inhibitors of Vif-A3F Interactions: qHTS; HeLa A3F-eYFP + Vif (tagged APOBEC3F with the HIV-1 protein that degrades it), YFP fluorescence increase; Potency, µM (series often up to 46.1 µM), inactives show at the top dose activity, negative = active; 390,000 compounds, 0.2% hits; AID 602313, 2012; note: % of control where 0% means no effect; nearly all actives have a fitted effect of over 65% in size
#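 HeLa cells stably expressing A3F-eYFP plus Vif, plated and incubated overnight at 37 deg C, then exposed to compounds overnight at 37 deg C. Blocked degradation read as raised yellow fluorescence (Ex 488/Em 500-530).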
# ALOX12 inh = Primary qHTS assay for inhibitors of human arachidonate 12S-lipoxygenase (ALOX12): Round 2 | 580,000 compounds, 1.1% hits | Polyunsaturated fatty acid lipoxygenase ALOX12 (Homo sapiens), P18054 | purified 12hLO, xylenol orange hydroperoxide absorbance | Potency, µM (titrated, usually from 108 µM), inactives show at the top dose activity change, negative = inhibition, hits mostly inhibitors; note: % is set by controls: 0 for no effect and ±100 for the full control effect
#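 Purified human 12hLO at 150 nM in 25 mM Hepes, 0.01% Triton X-100, pH 7.0, preincubated 15 min at room temperature with compound. Reaction started with 40 uM arachidonic acid, 30 min at room temperature. Hydroperoxide measured by Fe-xylenol orange, 573/405 nm absorbance ratio.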
# Vif-APOBEC3G blk = qHTS for Inhibitors of Vif-A3G Interactions: qHTS; HeLa A3G-eYFP + Vif (tagged APOBEC3G with the HIV-1 protein that degrades it), YFP fluorescence, overnight; DNA dC->dU-editing enzyme APOBEC-3G (Homo sapiens), Q9HC16; AID 602310, 2012; Potency, µM (series often up to 46.1 µM), without a hit: top-dose activity, negative = active, most hits filed as inhibitors; 410,000 compounds, 0.076% hits;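 note: % is set by controls: 0 for no effect and ±100 for the full control effect; nearly all actives have a fitted effect of over 60% in size; hits raise eYFP signal because A3G escapes Vif-driven loss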
#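 HeLa cells stably expressing Vif and C-terminally eYFP-tagged A3G, seeded overnight at 37 deg C, then exposed to compound by pintool overnight at 37 deg C. Rise in yellow fluorescence (Ex 488/Em 500-530, Acumen) marks blocked Vif-driven A3G degradation.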
# TrxR1 substrate = qHTS Assay for Substrates of Mammalian Selenoprotein Thioredoxin Reductase 1 (TrxR1): qHTS; purified TrxR1 substrate turnover, NADPH consumption readout; Potency, µM (titrated, usually from 114 µM), without a hit: at the highest dose activity change, negative = substrate turnover; 390,000 compounds, 0.01% hits; AID 588456, 2011; note: % is set by controls: 0 for no effect and ±100 for the full control effect; nearly all actives have a fitted effect of over 50% in size
#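 Rat TrxR1, dispensed at 90 nM, was prereduced with 400 uM NADPH (final) for 5 min at ~22 deg C, then incubated with compound 15 min before 400 uM selenite. A first-read NADPH fluorescence drop versus no-compound background flagged substrates.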
# RGS4 inh = Inhibitors of Regulator of G Protein Signaling (RGS) 4: qHTS; Regulator of G-protein signaling 4 (Homo sapiens), P49798; Potency, µM (series often up to 114 µM), for the others: top-dose activity change, negative = inhibition, hits mostly inhibitors; 390,000 compounds, 0.039% hits; Transcreener GDP fluorescence polarization, RGS4-accelerated GTP hydrolysis; note: % is set by controls: 0 for no effect and ±100 for the full control effect; nearly all actives have a fitted effect of over 75% in size; some results filed as inactive show a strong effect at the top dose
# Target sequence (P49798 whole entry, looked up): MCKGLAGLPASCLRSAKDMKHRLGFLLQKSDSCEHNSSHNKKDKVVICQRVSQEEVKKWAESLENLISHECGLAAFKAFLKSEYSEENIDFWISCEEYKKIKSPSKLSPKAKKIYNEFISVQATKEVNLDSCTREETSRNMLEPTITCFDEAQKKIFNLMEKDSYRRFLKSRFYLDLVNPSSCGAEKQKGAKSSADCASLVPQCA
#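 MLSMR compounds (23 nl, pin-transferred) preincubated 10 min at room temperature with a 500nM (2x) first reagent, then RGS4 at 900nM (2x) plus Transcreener GDP mix added; fluorescence polarization (620/688 nm) read before and after 90 min at 30 °C.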
# RXFP1 agonist = qHTS Assay for Agonists of the Relaxin Receptor RXFP1 | Relaxin receptor 1 (Homo sapiens), Q9HBX9 | HEK293T-RXFP1 cAMP TR-FRET, 30 min; response scale: percent of porcine relaxin response, buffer zero | Potency, µM (titrated, usually from 57.5 µM), inactives show at the highest dose activation, actives largely listed as activators | 370,000 compounds, 0.3% hits; note: % is set by controls: 0 for no effect and ±100 for the full control effect; nearly all actives have a fitted effect of over 60% in size; many of its hits are not listed in these tables
#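 HEK293 cells stably expressing RXFP1, treated 30 min at 37C with compounds plus PDE4 inhibitor Ro 20174; cAMP measured by HTRF TR-FRET. Normalized to buffer and 29 nM porcine relaxin; EC50 by Hill fit.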
# USP1-UAF1 inh = Inhibitors of USP1/UAF1: Primary Screen; Ubiquitin carboxyl-terminal hydrolase 1 (Homo sapiens), O94782; 390,000 compounds, 0.23% hits; recombinant USP1/UAF1, Ub-Rhodamine cleavage fluorescence; AID 743255, 2014; Potency, µM (top dose mostly 57.1 µM), for inactives: at the highest dose activity change, negative = inhibition, actives largely listed as inhibitors; note: % is set by controls: 0 for no effect and ±100 for the full control effect; nearly all actives have a fitted effect of over 60% in size; inactives centre near -12
# Target sequence (O94782 whole entry, looked up): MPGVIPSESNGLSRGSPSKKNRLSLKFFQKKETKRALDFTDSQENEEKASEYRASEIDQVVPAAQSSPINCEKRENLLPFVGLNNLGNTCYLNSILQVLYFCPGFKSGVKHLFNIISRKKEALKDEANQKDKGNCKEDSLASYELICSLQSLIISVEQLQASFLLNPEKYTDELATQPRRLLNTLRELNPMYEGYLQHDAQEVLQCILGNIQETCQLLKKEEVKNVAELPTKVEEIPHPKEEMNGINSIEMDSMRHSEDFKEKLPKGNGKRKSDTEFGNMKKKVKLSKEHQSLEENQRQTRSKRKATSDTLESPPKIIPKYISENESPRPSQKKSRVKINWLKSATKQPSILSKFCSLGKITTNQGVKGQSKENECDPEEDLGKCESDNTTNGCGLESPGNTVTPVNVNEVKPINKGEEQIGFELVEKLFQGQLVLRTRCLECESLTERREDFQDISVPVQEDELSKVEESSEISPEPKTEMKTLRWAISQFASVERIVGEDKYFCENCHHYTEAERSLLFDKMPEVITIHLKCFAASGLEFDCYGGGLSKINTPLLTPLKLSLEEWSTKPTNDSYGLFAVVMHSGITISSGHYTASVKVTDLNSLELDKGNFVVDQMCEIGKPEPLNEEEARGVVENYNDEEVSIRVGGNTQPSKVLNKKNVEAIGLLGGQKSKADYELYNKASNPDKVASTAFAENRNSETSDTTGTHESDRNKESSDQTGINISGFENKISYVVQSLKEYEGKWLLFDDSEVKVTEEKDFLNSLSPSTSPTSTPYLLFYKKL
#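 Step one: compound is pinned into 1nM USP1/UAF1 in HEPES pH 7.8 buffer with TCEP. Step two: 15 min room-temperature incubation. Step three: Ub-Rho (150nM final) starts cleavage, tracked by fluorescence over six one-minute reads.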
# The depositor's hits bear a star; ? = inconclusive; . = not tested or not shown; & = joins results of further samples; [ ] = remark or other dose. Calls come from the whole dose curve; as a rule, active = well fitted curve in the direction sought with a large enough effect; inconclusive = small, poorly fitted or top-dose-only effect, or another doubt; inactive = no such curve, though single readings can be large; an effect the other way counts as inactive or inconclusive. Potency is the fitted concentration of half-maximal effect. Some of the compounds tested; count on the stated rates, not on these rows.
SMILES,IDH1 R132H inh,TrxR1 inh,Vif-A3F inh,ALOX12 inh,Vif-APOBEC3G blk,TrxR1 substrate,RGS4 inh,RXFP1 agonist,USP1-UAF1 inh
CC(C)n1cnc2c(Nc3cccc(F)c3)nc(NCCO)nc21,19%,-17%,0%,-42%,1%,-8%,4%,-2.1%,-16%
CCc1cc2c(=O)n(-c3ccccc3)cnc2s1,4%,7%[57.1 µM],-5%,0%,-4%,-9%[57.1 µM],-21%,1.8%,-14%
CCC(=O)NCCc1nc2ccccc2n1Cc1ccccc1,9%,-5%,0%,-2%,4%,-3%,-2%,1.3%,-11%
Cc1cccc(Cc2c(C)nc3nc(SCC(=O)NCc4ccco4)nn3c2C)c1,-6%,-15%,-7%,?,-17%,-7%,0%,2.6%,-13%
CCOC(=O)C1(CC2CCCCO2)CCN(C(=O)Nc2ccccc2CC)CC1 (stereo not given),1%,15%,-2%,-1%,-8%,6%,22%,-0.4%,-5%
CN(CC(=O)Nc1ccc(F)cc1)C(=O)c1cccc(S(=O)(=O)N2CCN(c3ccccc3)CC2)c1,4%,3%,0%,-10%,-1%,-9%,6%,1.1%,-14%
O=C(COC(=O)c1cncc(Br)c1)NCC1CCCO1 (stereo not given),5%,-16%,.,0%,-3%,-2%,11%,7.1%,-17%
Cc1ccc(CCNC(=O)c2sc3ncccc3c2-n2c(C)ccc2C)cc1,2%,23%[57.1 µM],1%,-11%,-3%,-2%[57.1 µM],-11%,3.1%,-25%
CCc1c(C(=O)NCc2ccc3c(c2)OCO3)[nH]c(C)c1C(C)=O,2%,-15%,0%,?,0%,-14%,33%,0.9%,-8%
CCCN(CCC)CCNC(=O)c1sc2nc3n(c(=O)c2c1C)CCCCC3,-3%,7%,-1%,12%,-6%,10%[11.4 µM],-16%,0.8%,-11%
CN(C)c1cccc(NC2=CC(=[N+]3CCOCC3)CC(C)(C)C2)c1,-9%,1%[57.1 µM],5%,?,1%,-8%[57.1 µM],10%,-1.0%,-3%
Cc1ccc(S(=O)(=O)CCC(=O)N(C)c2c(N)n(Cc3ccccc3)c(=O)[nH]c2=O)cc1,-8%,-5%[57.1 µM],-20%,-20%,0%,-5%[57.1 µM],-15%,-0.2%,2%

# An excerpt from above in order of their number in RGS4 inh, ascending.
SMILES,RGS4 inh
Cc1ccc(CCNC(=O)c2sc3ncccc3c2-n2c(C)ccc2C)cc1,-11%
Cc1cccc(Cc2c(C)nc3nc(SCC(=O)NCc4ccco4)nn3c2C)c1,0%
CN(CC(=O)Nc1ccc(F)cc1)C(=O)c1cccc(S(=O)(=O)N2CCN(c3ccccc3)CC2)c1,6%

# (cont.)
SMILES,IDH1 R132H inh,TrxR1 inh,Vif-A3F inh,ALOX12 inh,Vif-APOBEC3G blk,TrxR1 substrate,RGS4 inh,RXFP1 agonist,USP1-UAF1 inh
CS(=O)(=O)N(CC(=O)N1CCCC1)c1cccc(Cl)c1Cl,0%,11%,1%,4%,-3%,9%,-12%,1.2%,-13%
CCN(CC)C1CC(=O)N(c2ccc(Br)cc2)C1=O (stereo not given),5%,5%[57.1 µM],7%,?,-1%,11%[57.1 µM],-53%,-1.2%,-3%
Cc1ccc2nc(NC(=O)CSc3nccn3Cc3ccccc3)sc2c1,-2%,15%[57.1 µM],-6%,-28%,-2%,-1%[57.1 µM],25%,?,-19%
O=C(O)c1cccc(NS(=O)(=O)c2ccc(Cl)c(C(=O)O)c2)c1,0%,13%[57.1 µM],-3%,0%,2%,7%[57.1 µM],24%,0.2%,2%
CC(O)/C=C/c1ccc2ccccc2n1 (stereo not given),8%,-6%,-2%,4%,-20%,12%[57.1 µM],-14%,0.6%,2%
CN(C)c1ccncc1C(=O)Nc1ccc(F)cc1F,-3%,14%,6%,8%,0%,2%,18%,0.1%,-13%
CCc1cccc2sc(NC(=O)C3CC3)nc12,-8%,0%[57.1 µM],3%,0%,-10%,-4%[57.1 µM],-9%,0.0%,-8%
O=C(CNC(=O)c1ccc(F)cc1)Nc1ccccc1C(F)(F)F,8%,7%,2%,2%,-3%,3%,13%[11.4 µM],0.8%,-7%
Clc1ccc(SCCN2CCNCC2)cc1,14%,1%,-2%,-22%,-1%,5%,1%,-0.1%,-10%
CC1=NN(c2ccc(Cl)cc2)C(=O)/C1=C\c1cccn1-c1ccc(S(N)(=O)=O)cc1,-3%,-25%,-3%,-26%,-17%,-16%,-7%,-3.2%,-11%
Cc1c(C(C)NC(=O)c2cc(COc3cccc4cnccc34)on2)cnn1C (stereo not given),5%,10%,-1%,2%,1%,62%[activator],13%,0.2%,-23%
O=C(Nc1ccccc1)C1CCCN1/C=C/C(=O)C(F)(F)F (stereo not given),17%,-2%[57.1 µM],-27%,0%,-1%,1%[57.1 µM],-5%,0.7%,-16%
O=C1C(Cc2c[nH]c3ccccc23)NC(=S)N1C1CCCCC1 (stereo not given),1%,31%[57.1 µM],-23%,?,0%,-11%,-5%,-0.2%,?
CCCCNc1nc(N)nc(-c2cc(Cl)ccc2O)n1,4%,-13%,2%,?,-8%,12%,-21%,0.6%,-21%
COC(=O)Cn1cnc(C(=O)Nc2ccc(C)c(C)c2)n1,-3%,11%,5%,6%,-8%,2%,1%,.,-25%
CN1CCN(C(=O)C2=C[C@@H](C(C)(C)C)C[C@@H](OCc3ccc(CO)cc3)O2)CC1,10%,14%,-2%,-4%,2%,11%,-13%,0.3%,-20%
CN1C(=O)C(=O)/C(=C(/O)c2ccc(Br)cc2)C1c1cccc([N+](=O)[O-])c1 (stereo not given),-1%,-10%,2%,?,-13%,-9%,13%,-3.6%,-21%
COc1ccc([C@@H]2[C@@H]3C(=O)N(C(C)(C)C)C(=O)[C@@H]3[C@]3(Cc4ccccc4)C(=O)N(c4cccc(F)c4)C(=O)N23)cc1,7%,-11%,4%,1%,-2%,-8%,-2%,-0.4%,?
CN(c1ncnc2c1c(-c1ccccc1)cn2-c1ccc(F)cc1)C1CCCCC1,-16%,-3%[57.1 µM],3%,-29%,5%,-9%[57.1 µM],1%,1.8%,15%
COc1ccc(/C=C/C(=O)Nc2ccc3c(c2)OCCO3)cc1OC,4%,-8%,3%,18%,0%,-11%,-26%,0.0%,-21%
CC1CCCN(C(=O)c2ccc3c(c2)C(=O)N(CCC2=CCCCC2)C3=O)C1 (stereo not given),0%,4%,1%,?,4%,1%,27%,2.6%,-20%
CN(C)c1ccccc1C(=O)c1ccccc1N(C)C,1%,2%[57.1 µM],-13%,?,?,-5%[57.1 µM],9%,2.5%,-8%
CC1Sc2ccc(S(=O)(=O)N3CCC(C(=O)NCc4ccccc4)CC3)cc2NC1=O (stereo not given),-5%,18%,-8%,9%,1%,-1%,19%[11.4 µM],0.0%,-23%
O=C(O)c1ccc2nc(-c3ccco3)c(-c3ccco3)nc2c1,-1%,2.2µM*,-2%,?,2%,15%,-35%,13%,-26%
Cc1cn2c(=O)c(S(=O)(=O)NCc3ccccc3Cl)c(C)nc2s1,13%,-3%,2%,-15%,-1%,11%,-11%,0.1%,?
C=C1CCN(C(CC(C)C)C(=O)NCc2ccc(OC)cc2)S(=O)(=O)c2ccccc21 (stereo not given),.,23%,.,.,0%,-2%,43%,.,.
O=C(NCCN1CCOCC1)c1cc(S(=O)(=O)Nc2ccccc2F)c(Cl)cc1Cl,6%,19%,-14%,?,3%,4%,1%[11.4 µM],5.1%,-14%
CCn1c(N2CCN(C(=S)NC)CC2)nc2ccccc21,0%,22%,-2%,-6%[57.4 µM],1%,10%,5%,-0.6%,-18%
Cc1ccc(S(=O)(=O)Nc2ccc(SC(F)F)cc2)c(C)c1,-3%,-3%,-3%,16µM*,-5%,-11%,-17%,-1.1%,?
CCOC(=O)C1=C(C)NC(C)=C(C(=O)OCC)C1/C=C/c1ccccc1OC,-1%,?,-7%,-8%,-18%,38%[activator],-28%,5.5%,-22%
CC(C)(C)OC[C@H](NC(=O)c1[nH]cnc1C(=O)Nc1ccccc1F)C(=O)OC(C)(C)C,1%,.,-1%,5%,-21%,.,.,.,-16%
NC(=O)c1ccccc1OC1CCC1,7%,24%[57.1 µM],-6%,-81%,1%,14%[57.1 µM],-2%,1.2%,-25%
Cc1cccc(N2CCN(S(=O)(=O)c3ccc4c(c3)CCCN4C(=O)C3CCC3)CC2)c1C,-10%&9%,22%,3%&1%,-15%&-2%,5%&0%,-2%,16%&-1%,1.9%&0.0%,-11%&5%
COc1ccc(S(=O)(=O)N2CCC(C(=O)N[C@H](C(=O)N3CCCC3)C(C)C)CC2)cc1,0%,6%,3%,45%[activator],1%,-3%,3%[11.4 µM],0.6%,-24%
